Screening results from PubChem.
SENP8 block-1: SENP8 (human) protease inhibition; Q96LD8; recombinant SENP8, Nedd8 substrate fluorescence; inhibition, % at 20 µM; actives 0.64% (n = 360,000); AID 602440; in the data active means inhibition mostly above about 40%, no sharp cut-off; inactive means mostly below about 27%
SENP8 block-2: blocks the human protease SENP8; Q96LD8; inhibition, % at 10 µM; AID 2540; purified SENP8, Z-RLRGG-aminoluciferin cleavage, luminescence; actives 1.2% (n = 330,000); in the data active means inhibition above about 50%
UBC13 polyUb: human UBC13 polyubiquitination inhibition; inhibition, % at 20 µM; P61088; UBC13 polyubiquitin chain formation, TR-FRET; actives 0.47% (n = 330,000); in the data active means inhibition above about 45%, passing the limit was not always enough
SENP1 inh: blocks the human SENP1 SUMO protease catalytic domain; actives 0.21% (n = 360,000); Q9P0U3; AID 624204; recombinant SENP1 catalytic domain, CyPet-SUMO1-YPet FRET cleavage; inhibition, % at 10 µM;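 active means inhibition at least 30% at 10 µM, raw YFP signal under a set limit, fluorescence ratio 0.5 to 1.5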;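 further: 0% = enzyme with DMSO and 100% = no enzyme wells; some results filed as inactive read as strong as hits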
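system = hSENP1 catalytic domain, recombinant | reagent = SFCypet-SUMO1-SFYpet substrate at 25 nM | doses = one dose per compound, 10 µM, 0.5% DMSO | incubation = enzyme reaction for 50 min at room temperature, dark | measured by = FRET, CFP and YFP emission | controls = no-enzyme low, enzyme-DMSO high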
HKDC1 inh: blocks human hexokinase HKDC1 activity. Q2TB90. recombinant HKDC1, G6PDH/diaphorase resazurin coupled fluorescence. inhibition, % at 20 µM. actives 0.16% (n = 340,000). AID 493160;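 active means inhibition above about 35% when tested at 20 µM, limit read from the data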;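 further: plate controls were DMSO wells with enzyme for no effect and DMSO wells lacking enzyme for full effect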
Target sequence (Q2TB90 whole entry, looked up): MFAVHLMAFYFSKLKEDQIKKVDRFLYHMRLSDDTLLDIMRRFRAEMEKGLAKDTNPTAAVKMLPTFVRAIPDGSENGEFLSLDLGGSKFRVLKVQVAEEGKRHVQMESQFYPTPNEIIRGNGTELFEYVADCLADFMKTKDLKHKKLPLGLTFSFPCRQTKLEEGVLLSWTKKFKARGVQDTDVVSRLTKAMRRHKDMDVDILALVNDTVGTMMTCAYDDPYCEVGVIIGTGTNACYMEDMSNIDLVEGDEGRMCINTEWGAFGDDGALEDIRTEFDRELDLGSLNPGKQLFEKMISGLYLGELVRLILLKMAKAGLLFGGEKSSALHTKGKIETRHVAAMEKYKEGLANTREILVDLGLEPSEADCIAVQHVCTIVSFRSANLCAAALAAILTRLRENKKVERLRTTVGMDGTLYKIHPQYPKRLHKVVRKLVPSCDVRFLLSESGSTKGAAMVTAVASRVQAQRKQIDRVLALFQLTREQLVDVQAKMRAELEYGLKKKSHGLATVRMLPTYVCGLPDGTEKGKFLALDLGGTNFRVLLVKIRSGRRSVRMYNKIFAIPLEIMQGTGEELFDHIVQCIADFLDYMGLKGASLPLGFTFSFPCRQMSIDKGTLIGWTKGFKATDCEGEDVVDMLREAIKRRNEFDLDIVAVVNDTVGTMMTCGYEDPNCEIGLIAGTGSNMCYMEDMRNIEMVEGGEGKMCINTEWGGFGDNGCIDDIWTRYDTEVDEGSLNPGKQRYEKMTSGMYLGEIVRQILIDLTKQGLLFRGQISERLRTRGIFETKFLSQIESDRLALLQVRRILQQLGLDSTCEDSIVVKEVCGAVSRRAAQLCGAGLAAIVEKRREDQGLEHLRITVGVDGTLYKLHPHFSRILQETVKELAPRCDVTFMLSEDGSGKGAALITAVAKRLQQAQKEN
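System: Recombinant HKDC1 hexokinase | Amount: HKDC1 at 5 µg/mL | Reagent: Glucose with 1 mM ATP | Doses: Single 20 µM dose | Incubation: Reaction time 90 min, room temperature, protected from light | Signal: Coupled resazurin fluorescence, excitation 525 nm, emission 613 nm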
beta cell repl: MIN6 beta-cell proliferation induction. MIN6 cells proliferation, ATPlite luminescence, 48 h; cells starved in 0.2% serum; 100% = growth in 10% serum. proliferation, % at 10 µM. actives 0.29% (n = 330,000);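 active means compounds whose signal lies at least 3.5 SD above the mean of all wells on their plate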;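 further: 0% = DMSO-treated cells in low-serum medium and 100% = 10% serum control; some compounds called inactive have numbers as strong as hits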
SENP7 inh: inhibitors of human SENP7 protease; Q9BQF6; actives 1.5% (n = 330,000); recombinant SENP7, Z-RLRGG-aminoluciferin luminescence, 40 min; AID 434973; inhibition, % at 5 µM;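 active means inhibition above about 50% at the single test dose, limit read from the data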;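 further: plate controls were DMSO with enzyme for no effect and no enzyme buffer wells for full effect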
SENP6 block: SENP6 protease inhibition. Recombinant SENP6 catalytic domain, aminoluciferin luminescence. inhibition, % at 10 µM. actives 1.8% (n = 330,000);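 active means inhibition above about 50% at the single tested dose, limit read from the data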;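 further: plate controls were DMSO wells with enzyme for no effect and DMSO wells lacking enzyme for full effect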
PfGluPho inh: PfG6PD (Plasmodium falciparum) enzyme inhibition | actives 0.78% (n = 350,000) | inhibition, % at 20 µM | AID 504690 | PfGluPho enzyme, NADPH resazurin-diaphorase fluorescence;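 active means inhibition reaching at least a set limit at 20 µM in the primary screen, cut at about 59% in these data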;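 further: 0% = DMSO wells with substrate and 100% = DMSO wells lacking glucose-6-phosphate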
Starred values were filed as active, the others as inactive; . = not tested or not shown.

SMILES	SENP8 block-1	SENP8 block-2	UBC13 polyUb	SENP1 inh	HKDC1 inh	beta cell repl	SENP7 inh	SENP6 block	PfGluPho inh
O=C(c1cccc(NS(=O)(=O)c2ccc(Br)cc2)c1)N1CCN(c2ccccc2O)CC1	10	5	-4	0	9	-4	-7	4	-25
O=C(NCCC(=O)N1CCOCCOCCOCCOCC1)OCc1ccccc1	6	-3	11	0	1	-2	1	-2	6
CCCC(=O)Nc1ccc(C(=O)N/N=C/c2ccc[nH]2)cc1	-290	13	-6	-6	-3	-2	2	3	-11
Cc1ccc(SCC(=O)NNC(=O)CNC(=O)c2ccccc2F)cc1	34	-9	-19	4	-7	-3	-8	-15	-3
CC(C)C[C@H](NC(=O)c1nc[nH]c1C(=O)NCCCCCNC(=O)OC(C)(C)C)C(=O)OC(C)(C)C	2	-5	-12	2	2	-6	5	-6	24
CCn1c(=O)c(C(=O)Nc2ccccc2F)c(O)c2ccccc21	-25	-5	23	0	-11	-2	-1	-12	9
CCN(CC)c1ccc(CNc2nc3ccccc3n2CCN2CCOCC2)cc1	11	0	6	-1	-6	-2	2	-7	0
COc1cccc(C(=O)N2CCC(C(=O)NCc3ccco3)CC2)c1	3	3	5	1	-1	-3	6	-14	-17
OCC1(Cc2ccccc2C(F)(F)F)CCN(Cc2cccc3cnccc23)CC1	-20	-4	5	0	-4	0	-11	7	-3
O=C(Nc1ccc(N2CCOCC2)cc1)c1cn2ccccc2n1	8	85*	11	-6	-9	-6	93*	96*	-27
COC(=O)CC(=O)CSc1nc2c(cc1C#N)CCC2	-292	-6	1	-75	2	-3	10	-5	-10
Cc1cccc(NC(=S)N/N=C/c2ccc(Cl)c([N+](=O)[O-])c2)c1	14	8	-4	1	-4	-3	1	-8	-16
NC(=O)c1c(NC(=O)c2ccccc2)sc2c1CCC2	-126	41	3	-5	6	-2	12	57*	12
Cc1nn(C)c(C)c1S(=O)(=O)N(CC(=O)N1CCc2ccccc21)c1ccc(C(C)C)cc1	12	4	14	4	-8	1	3	-7	6
CN(C)S(=O)(=O)c1ccc(-c2cn3ccccc3n2)cc1	-281	-4	-1	0	8	-5	-3	9	8
Cc1c(NC(=O)C(C)OC(=O)/C=C/c2ccc3c(c2)OCO3)c(=O)n(-c2ccccc2)n1C (stereo not given)	-411	10	-1	1	-7	-2	0	-13	25
COc1ccc(CCn2ccc(O)c(Cc3ccc(Cl)cc3)c2=O)cc1OC	12	3	6	2	-6	2	5	3	28
CCCCN1C(=O)N(c2ccc(Cl)cc2)C(C)(O)CC1(C)C (stereo not given)	-3	-7	-1	1	2	-1	-1	-11	-17
O=C(CCc1c[nH]c2ccccc12)NCc1ccncc1	4	-7	0	-2	-8	0	-5	-8	7
O=C(CC1SC(=Nc2ccccc2)N(Cc2ccccn2)C1=O)Nc1cccc(Cl)c1 (stereo not given)	6	4	-7	-4	10	-6	12	-1	24
CCN(CC)CCNC(=O)c1ccc2c(=O)n(CCc3ccccc3)c(=O)[nH]c2c1	-179	5	18	1	2	-4	3	-6	-13
COC(=O)c1ccc(Cn2cc(/C=C\[N+](=O)[O-])c3ccccc32)o1	4	-36	-15	-6	12	-3	-13	-15	-6
Cc1cc2ncc(S(C)(=O)=O)c(N)n2n1	13	-4	-13	1	-7	-4	-13	-16	7
Cc1cc(C)c(S(=O)(=O)N2CCN=C2c2ccccc2)c(C)c1	18	2	-3	0	11	-2	9	-4	4
Fc1ccc(N2CCN(c3ccc4c(C(F)(F)F)cc(C(F)(F)F)nc4n3)CC2)cc1	-6	-2	-8	5	-1	-3	5	0	-38

4 compounds from above, arranged by the number in SENP7 inh, falling:
canonical_smiles	SENP7 inh
NC(=O)c1c(NC(=O)c2ccccc2)sc2c1CCC2	12
CCCC(=O)Nc1ccc(C(=O)N/N=C/c2ccc[nH]2)cc1	2
CCn1c(=O)c(C(=O)Nc2ccccc2F)c(O)c2ccccc21	-1
O=C(c1cccc(NS(=O)(=O)c2ccc(Br)cc2)c1)N1CCN(c2ccccc2O)CC1	-7

Among those listed so far, these contain a furan ring, fused or not.
SMILES	SENP8 block-1	SENP8 block-2	UBC13 polyUb	SENP1 inh	HKDC1 inh	beta cell repl	SENP7 inh	SENP6 block	PfGluPho inh
COc1cccc(C(=O)N2CCC(C(=O)NCc3ccco3)CC2)c1	3	3	5	1	-1	-3	6	-14	-17
COC(=O)c1ccc(Cn2cc(/C=C\[N+](=O)[O-])c3ccccc32)o1	4	-36	-15	-6	12	-3	-13	-15	-6

More results follow.
SMILES	SENP8 block-1	SENP8 block-2	UBC13 polyUb	SENP1 inh	HKDC1 inh	beta cell repl	SENP7 inh	SENP6 block	PfGluPho inh
CSc1ccccc1NC(=O)CN(C)CC(=O)Nc1ccc(N2CCOCC2)cc1	21	9	0	0	-3	1	3	3	-8
C=CCOc1c(Br)cc(CNn2nnnc2N)cc1OCC	16	-9	0	-1	-4	-1	7	0	16
CN1CCN(C(=O)c2ccccc2N(Cc2ccccc2)S(C)(=O)=O)CC1	20	-1	6	4	-1	0	-1	-9	-24
OCC1(CCOc2ccccc2)CCN(Cc2nc3ccc(F)cc3[nH]2)CC1	-30	-9	-12	-34	-10	-3	-11	-14	16
CC(NC(=O)c1ccccc1NC(=O)c1ccccc1)C(=O)N1CCOCC1 (stereo not given)	-1	0	-4	-1	-8	0	1	-3	10
Clc1ccc2nc(N3CCN(c4ccccc4)CC3)sc2c1	15	-3	-2	0	-2	-5	2	-17	5
COc1ccccc1C1/C(=C(/O)c2ccccc2)C(=O)C(=O)N1CCO (stereo not given)	18	-4	-4	0	-6	0	9	9	36
COc1cc(C2C3=C(CC(C)(C)CC3=O)N(C)C(=O)N2C)cc(OC)c1OC (stereo not given)	12	3	11	0	-2	1	2	1	-5
O=C(Nc1ccc(Br)cc1Cl)c1cnccn1	1	-15	9	-4	-9	-2	-10	6	0
CC(C)OC(=O)CSc1nc(-c2ccc(F)cc2)nc2ccc(F)cc12	12	-4	16	-2	-5	-1	-2	-7	-10
Cc1ccc(C)c(NC(=O)CN(C)C(=O)CSC(C)C(=O)Nc2cc(C)on2)c1 (stereo not given)	5	-7	5	0	-3	0	3	-5	-10
COc1cccc(CNC(=O)COC(=O)c2cc([N+](=O)[O-])ccc2N2CCCC2)c1	17	1	2	-4	-3	6	-2	9	13
CCOc1ccccc1NC(=O)CSc1nnc(CCC(=O)Nc2ccccc2F)n1C	5	-4	4	1	-6	3	4	0	2
O=C1Nc2c(c(=O)[nH]c(=O)n2-c2ccccc2)C(C(F)(F)F)(C(F)(F)F)N1	10	-3	4	3	-7	0	-4	-18	1
NC(=S)N/N=C/c1ccc(-c2cccc([N+](=O)[O-])c2)o1	30	-15	-6	1	6	-1	6	-15	14
CCC(CC)C(=O)N(CCc1ccc(OC)cc1)Cc1nc2ccccc2c(=O)[nH]1	3	6	8	-5	-6	3	2	-1	12
CSc1ccc(CN(C)C(=O)c2cc(=O)[nH]c3ccccc23)cc1	-55	-2	7	1	-7	0	-3	-1	-3
COCCn1c(SCC(=O)Nc2ccc3c(c2)OCCO3)nc2c(c1=O)SC(C)C2 (stereo not given)	8	-11	9	3	1	-3	-8	-21	-5
CC(O)CCC(=O)NNC1CC(=O)N(c2ccccc2)C1=O (stereo not given)	12	2	7	1	-5	-2	2	-29	-15
CCCNC(=O)c1onc(CS(=O)(=O)c2cccc(OC)c2)c1C(=O)NCCC	-1	5	2	-2	-7	0	-4	-16	3
CC(Nc1[nH]c(=O)n(C)c(=O)c1N=O)c1ccccc1 (stereo not given)	-4	4	-6	-3	9	3	8	16	6
COC(=O)C(Cc1ccc(O)cc1)NC(=O)C(C)NC(=O)c1ccc(C(C)(C)C)cc1 (stereo not given)	16	4	-2	-8	-4	0	-9	-11	7
CN(C)S(=O)(=O)c1ccc(NC(=O)Cn2nc(-c3ccc4c(c3)OCCO4)ccc2=O)cc1	10	.	.	-2	-5	.	.	.	-3
CC(C)(C)OC(=O)C[C@H]1C/C=C\C[C@H](CC(=O)N[C@@H](CO)Cc2ccccc2)C(=O)N[C@H](C(C)(C)C)COC1=O	7	-8	-2	2	-5	-2	-1	-2	15
Cc1ccc(N2CC(C(=O)N3CCC4(CC3)CC(=O)c3ccccc3O4)CC2=O)cc1 (stereo not given)	-52	-1	-3	0	-1	1	7	-8	-8

Remaining list, next part:
SMILES	SENP8 block-1	SENP8 block-2	UBC13 polyUb	SENP1 inh	HKDC1 inh	beta cell repl	SENP7 inh	SENP6 block	PfGluPho inh
O=C(COCc1cc(-c2cccs2)on1)NC1CCCCC1	10	5	12	0	3	1	11	-4	-8
Cn1c(SCC(=O)Nc2nccs2)nnc1C12CC3CC(CC(C3)C1)C2	6	-1	10	1	-15	-2	3	11	-8
COc1ccc2nc(C(C)O)[nH]c2c1 (stereo not given)	-8	1	-3	2	-6	1	6	4	-4
CCOC(=O)c1ccc(NC(=O)Nc2ncccc2C)cc1	3	-12	-9	0	-8	-4	0	-37	-17
CN1/C(=C\C(=O)CSc2cccc[n+]2[O-])C(C)(C)c2ccccc21	-127	-6	-13	1	-5	-7	4	0	10
Cc1c(NC(=S)N/N=C/c2cccc(O)c2)c(=O)n(-c2ccccc2)n1C	13	1	-3	3	-8	-2	5	-7	2

Reformatted with values under each structure: part of the list above.
Every second line gives: SENP8 block-1, SENP8 block-2, UBC13 polyUb, SENP1 inh, HKDC1 inh, beta cell repl, SENP7 inh, SENP6 block, PfGluPho inh
Fc1ccc(N2CCN(c3ccc4c(C(F)(F)F)cc(C(F)(F)F)nc4n3)CC2)cc1
 : -6, -2, -8, 5, -1, -3, 5, 0, -38
CCCCN1C(=O)N(c2ccc(Cl)cc2)C(C)(O)CC1(C)C (stereo not given)
 : -3, -7, -1, 1, 2, -1, -1, -11, -17
